Screening data deposited in PubChem by several laboratories.
TRPC4 inh: inhibitors of mouse TRPC4 channel, primary screen, Fluo4 calcium, HEK293 TRPC4beta/mu-opioid cells; Short transient receptor potential channel 4 (Mus musculus), Q9QUQ5; DAMGO-evoked Fluo4 calcium flux; stronger effect = lower value; B-score at 10 µM; hit rate 0.39% among 300,000; AID 2247, 2010;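 active = B-score over 3 SD under the library average, no early fluorescence shift, positive overall ratio signal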
Target sequence (Q9QUQ5 whole entry, looked up): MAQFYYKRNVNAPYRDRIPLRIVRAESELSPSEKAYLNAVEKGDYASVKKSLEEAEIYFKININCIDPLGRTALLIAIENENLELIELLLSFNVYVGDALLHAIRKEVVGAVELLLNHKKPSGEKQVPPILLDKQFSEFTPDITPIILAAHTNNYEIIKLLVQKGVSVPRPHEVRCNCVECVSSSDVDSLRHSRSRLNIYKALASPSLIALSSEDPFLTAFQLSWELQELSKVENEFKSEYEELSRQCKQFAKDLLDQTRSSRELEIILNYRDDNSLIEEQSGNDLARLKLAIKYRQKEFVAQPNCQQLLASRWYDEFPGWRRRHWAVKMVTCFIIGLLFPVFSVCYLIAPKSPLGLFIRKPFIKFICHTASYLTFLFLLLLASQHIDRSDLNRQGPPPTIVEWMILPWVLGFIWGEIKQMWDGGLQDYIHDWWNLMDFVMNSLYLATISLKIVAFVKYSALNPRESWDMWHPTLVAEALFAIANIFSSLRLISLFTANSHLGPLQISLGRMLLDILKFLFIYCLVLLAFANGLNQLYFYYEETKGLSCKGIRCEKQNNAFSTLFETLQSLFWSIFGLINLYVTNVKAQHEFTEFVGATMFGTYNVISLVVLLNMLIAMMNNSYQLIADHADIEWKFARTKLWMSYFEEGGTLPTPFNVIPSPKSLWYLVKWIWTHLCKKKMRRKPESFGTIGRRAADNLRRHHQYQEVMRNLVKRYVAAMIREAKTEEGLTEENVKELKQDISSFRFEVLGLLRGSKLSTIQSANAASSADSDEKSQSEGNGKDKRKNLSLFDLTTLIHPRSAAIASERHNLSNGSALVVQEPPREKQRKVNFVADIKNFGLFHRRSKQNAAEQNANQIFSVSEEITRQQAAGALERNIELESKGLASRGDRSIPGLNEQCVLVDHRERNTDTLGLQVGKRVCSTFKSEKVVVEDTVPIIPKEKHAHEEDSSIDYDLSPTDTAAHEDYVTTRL
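Assay system: Stable TRPC4beta/mu-opioid receptor HEK293 cells | Reagent: DAMGO in two steps, submaximal then maximal | Compound dosing: Single concentration per test compound | Signal: Fluo4 Ca2+ flux fluorescence | Evaluation: Per-well B score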
TRPC6 inh: mouse TRPC6 channel inhibitors, primary screen, cell-based, HEK293, membrane potential dye. ACh-evoked depolarization; stronger effect = lower value. B-score at 10 µM. hit rate 1.1% among 310,000;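 active = B-score under library mean minus 3 SD, initial fluorescence not abnormally high, positive integrated signal ratio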;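 also: B-score derived from integrated fluorescence ratio over the kinetic read; more negative B-score means stronger inhibition of depolarization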
MrgX1 antag: antagonists of human MrgX1 receptor, primary screen, HEK293 cells, Fluo-4 calcium flux; BAM8-22 antagonism; stronger effect = lower value; hit rate 1.3% among 310,000; AID 588676, 2011; B-score at 10 µM; Mas-related G-protein coupled receptor member X1 (Homo sapiens), Q96LB2;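 active = calcium-response B-score plate-corrected more than 3 library SD below zero, starting fluorescence within 5 deviations, no agonist response on first addition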;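 also: peak minus trough fluorescence over baseline after final BAM8-22 challenge near maximal dose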
TRPC6 act: mouse TRPC6 channel activators, primary screen, cell-based, HEK293, membrane potential dye | Short transient receptor potential channel 6 (Mus musculus), Q61143 | HEK293-TRPC6 membrane potential dye fluorescence; stronger effect = higher value | B-score at 10 µM | hit rate 0.13% among 310,000;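 active = B-score of the integrated fluorescence ratio above library mean plus 3 SD, and starting fluorescence ratio within library mean plus 5 SD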;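 also: higher score means more depolarization so channel activation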
HIF activator: HIF pathway transcriptional activators, primary screen, cell-based, U2OS HRE-luciferase, luminescence. U2OS HRE-luciferase reporter; normalized: DMSO 0%, desferrioxamine 100%. activation, % at 7.5 µM (by protocol). hit rate 0.32% among 300,000;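 active = mean activation of at least 10% of the iron chelator positive control signal, with at least half of replicates also reaching 10%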
RGS4 pot: RGS4 potentiators or activators, primary screen, cell-based, HEK293 M3R inducible RGS4, calcium flux. AID 463111, 2010. carbachol calcium flux Fluo4; stronger effect = lower value. B-score at 10 µM. hit rate 0.92% among 310,000;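 active = B-score of the integrated calcium signal more than 4 SD below the library mean, with starting fluorescence not abnormally high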;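 also: negative B-score means reduced calcium response which marks RGS4 activation or potentiation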
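Assay system: Inducible-RGS4 HEK293 cells carrying M3 receptor | Schedule: Compound preincubation 20 min at room temperature before agonist | Signal: Kinetic calcium fluorescence imaging with Fluo4-AM dye, 2 µM | Read-out basis: B score from integrated fluorescence ratio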
Platelet DG rel: inhibitors of platelet dense granule secretion, primary screen, cell-based, MLPCN, human platelets. human platelet-rich plasma, SFLLRN dense granule ATP release, luminescence. inhibition, %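 (compounds screened at 7.5 µM in platelet-rich plasma)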. hit rate 0.22% among 300,000;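 active = mean replicate score, as percent of positive control, at or above 50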
MrgX1 allo act: positive allosteric modulators of MrgX1, primary screen, HEK293 cells, Fluo-4 calcium flux. Mas-related G-protein coupled receptor member X1 (Homo sapiens), Q96LB2. FDSS; stronger effect = higher value. B-score at 10 µM. hit rate 0.63% among 310,000. AID 588675, 2011;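 active = plate-corrected calcium response at least 3 library SD above typical, normal starting fluorescence, not activating the receptor alone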;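 also: compound read alongside a low EC10 to EC30 dose of BAM8-22 agonist; peak minus trough fluorescence over baseline measured at the second addition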
MrgX1 agonist: agonists of human MrgX1 receptor, primary screen, HEK293 cells, Fluo-4 calcium flux | hit rate 0.44% among 310,000 | AID 588627, 2011 | Mas-related G-protein coupled receptor member X1 (Homo sapiens), Q96LB2 | B-score at 10 µM | Fluo-4 calcium fluorescence, agonist mode; stronger effect = higher value;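 active = calcium response B-score plate-corrected fluorescence ratio at least 3 library SD, with starting fluorescence B-score inside 5 SD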
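Assay system: MrgX1-expressing HEK293 cells / Amount: fifteen thousand cells per well / Doses: test compound in the initial addition of three / Timing: cells plated overnight, dye loaded 0.5 h 37 °C, 0.5 h room temperature / Technique: kinetic calcium dye fluorescence, Fluo-4 NW / Control set: positive and negative controls per plate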
SKKanGAS inh: S. pyogenes SKKanGAS growth inhibitors in kanamycin, primary screen, streptokinase expression inhibitor project, SKKanGAS strain, BacTiter-Glo luminescence; 6 h; AID 1662, 2009; hit rate 1.3% among 300,000; inhibition, % at 7.5 µM;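 active = mean replicate score, as percent of positive control median, at least 50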;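 also: strain carries kanamycin resistance gene driven by streptokinase promoter and grows in 40 µg/ml kanamycin; loss of luminescence reflects streptokinase promoter inhibition or plain growth inhibition; 0% = median of DMSO wells and 100% = positive control at its reference dose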
RGS4 block: RGS4 inhibitors, primary screen, cell-based, HEK293 M3R inducible RGS4, calcium flux; B-score at 10 µM; hit rate 0.45% among 310,000; Fluo-4 calcium flux; stronger effect = higher value; triggered by carbachol at its EC20; AID 463165, 2010; Regulator of G-protein signaling 4 (Homo sapiens), P49798;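 active = B-score, a plate-corrected calcium signal, over three deviations above library mean, with baseline fluorescence within five deviations of library mean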;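 also: RGS4 expression induced by doxycycline in cells with stable M3 receptor; B-score is computed from the integrated fluorescence ratio over baseline after carbachol; higher B-score means a larger calcium signal and so more RGS4 inhibition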
Active calls of the source: *. No enrichment for hits (roughly 6.1% active in at least one column).

Cc1cc(C(=O)COc2cccnc2[N+](=O)[O-])c(C)n1Cc1ccco1 was read as TRPC4 inh inactive, TRPC6 inh inactive, MrgX1 antag inactive, TRPC6 act inactive, HIF activator -1.3, RGS4 pot inactive, Platelet DG rel -12, MrgX1 allo act inactive, MrgX1 agonist inactive, SKKanGAS inh -3 and RGS4 block inactive.
For N#CC1=C(N)Oc2n[nH]c(-c3cccs3)c2C1c1ccsc1 (centres undefined) the results were TRPC4 inh inactive, TRPC6 inh inactive, MrgX1 antag inactive, TRPC6 act inactive, HIF activator 0.0, RGS4 pot inactive, Platelet DG rel -21, MrgX1 allo act inactive, MrgX1 agonist inactive, SKKanGAS inh 1 and RGS4 block inactive.
`O=C(C[n+]1cccc(Br)c1)c1cccs1` gave TRPC4 inh inactive, TRPC6 inh inactive, MrgX1 antag inactive, TRPC6 act inactive, HIF activator -5.9, RGS4 pot inactive, Platelet DG rel -10, MrgX1 allo act inactive, MrgX1 agonist inactive, SKKanGAS inh -3 and RGS4 block inactive.
Screening O=[N+]([O-])c1cc(C(F)(F)F)c(Cl)cc1N1CCN(CCO)CC1 returned TRPC4 inh inactive, TRPC6 inh inactive, MrgX1 antag inactive, TRPC6 act inactive, HIF activator 0.1, RGS4 pot inactive, Platelet DG rel -12, MrgX1 allo act inactive, MrgX1 agonist inactive, SKKanGAS inh 4 and RGS4 block inactive.
`COc1ccccc1-c1nc(C(F)(F)F)c(OC)o1` gave TRPC4 inh inactive, TRPC6 inh inactive, MrgX1 antag inactive, TRPC6 act inactive, HIF activator -0.1, RGS4 pot inactive, Platelet DG rel 2, MrgX1 allo act inactive, MrgX1 agonist inactive, SKKanGAS inh -5 and RGS4 block inactive.
Screening COc1cccc(CN2CCN(Cc3cc4ccccc4[nH]3)CC2CCO)c1 (centres undefined) returned TRPC4 inh inactive, TRPC6 inh inactive, MrgX1 antag inactive, TRPC6 act inactive, HIF activator -0.5, RGS4 pot inactive, Platelet DG rel 2, MrgX1 allo act inactive, MrgX1 agonist 123*, SKKanGAS inh -6 and RGS4 block inactive.
For CCCCNC(=O)c1c[nH]c2ccc(S(=O)(=O)Nc3ccc(OCC)cc3)cc2c1=O the results were TRPC4 inh inactive, TRPC6 inh inactive, MrgX1 antag inactive, TRPC6 act inactive, HIF activator -25, RGS4 pot inactive, Platelet DG rel -1, MrgX1 allo act inactive, MrgX1 agonist inactive, SKKanGAS inh -30 and RGS4 block inactive.
Screening COc1ccc(NC(=O)CN(C)C(=O)CNC(=O)C2CCCCC2)cc1 returned TRPC4 inh inactive, TRPC6 inh inactive, MrgX1 antag inactive, TRPC6 act inactive, HIF activator 0.1, RGS4 pot inactive, Platelet DG rel -1, MrgX1 allo act inactive, MrgX1 agonist inactive, SKKanGAS inh -4 and RGS4 block inactive.
Screening Cc1cccnc1CN1CCN(Cc2nc(C(c3ccccc3)c3ccccc3)no2)CC1 returned TRPC4 inh inactive, TRPC6 inh inactive, MrgX1 antag inactive, TRPC6 act inactive, HIF activator -0.2, RGS4 pot -8.7*, Platelet DG rel -3, MrgX1 allo act inactive, MrgX1 agonist inactive, SKKanGAS inh 36 and RGS4 block inactive.
`N#C/C(=C\c1cccnc1)C(=O)Nc1ccc(Cl)cc1` gave TRPC4 inh inactive, TRPC6 inh inactive, MrgX1 antag inactive, TRPC6 act inactive, HIF activator 0.2, RGS4 pot inactive, Platelet DG rel -1, MrgX1 allo act inactive, MrgX1 agonist inactive, SKKanGAS inh 2 and RGS4 block inactive.
O=C(CN1CCN(c2ccccn2)CC1)Nc1cc(C(F)(F)F)ccc1Cl was read as TRPC4 inh inactive, TRPC6 inh inactive, MrgX1 antag inactive, TRPC6 act inactive, HIF activator -0.3, RGS4 pot inactive, Platelet DG rel -2, MrgX1 allo act inactive, MrgX1 agonist inactive, SKKanGAS inh 6 and RGS4 block inactive.
For CCOC(=O)CCC(NC(=O)CC(=O)NC(CCC(=O)OCC)C(=O)OCC)C(=O)OCC (centres undefined) the results were TRPC4 inh inactive, TRPC6 inh inactive, MrgX1 antag inactive, TRPC6 act inactive, HIF activator 0.0, RGS4 pot inactive, Platelet DG rel 9, MrgX1 allo act inactive, MrgX1 agonist inactive, SKKanGAS inh 1 and RGS4 block inactive.
Screening COc1ccc(C2C3=C(CC(C)(C)CC3=O)Nc3c2c(=O)[nH]c(=O)n3Cc2ccccc2)cc1OC (centres undefined) returned TRPC4 inh inactive, TRPC6 inh inactive, MrgX1 antag inactive, TRPC6 act inactive, HIF activator -7.0, RGS4 pot inactive, Platelet DG rel -8, MrgX1 allo act inactive, MrgX1 agonist inactive, SKKanGAS inh 0 and RGS4 block inactive.
`COc1ccc(S(=O)(=O)N2CCOC2CNC(=O)C(=O)NCc2cccnc2)cc1C` (centres undefined) gave TRPC4 inh inactive, TRPC6 inh inactive, MrgX1 antag inactive, TRPC6 act inactive, HIF activator -0.1, RGS4 pot inactive, Platelet DG rel 19, MrgX1 allo act inactive, MrgX1 agonist inactive, SKKanGAS inh -1 and RGS4 block inactive.
`COCCCn1c(SCc2ccc(OC)cc2)nc2cc(OC)c(OC)cc2c1=N` gave TRPC4 inh inactive, TRPC6 inh inactive, MrgX1 antag inactive, TRPC6 act inactive, HIF activator -0.2, RGS4 pot inactive, Platelet DG rel 6, MrgX1 allo act inactive, MrgX1 agonist inactive, SKKanGAS inh -5 and RGS4 block inactive.
`O=C(CSc1ccc2nnc(-c3ccccn3)n2n1)Nc1ccc(F)cc1F` gave TRPC4 inh inactive, TRPC6 inh inactive, MrgX1 antag inactive, TRPC6 act inactive, HIF activator -0.5, RGS4 pot inactive, Platelet DG rel -24, MrgX1 allo act inactive, MrgX1 agonist inactive, SKKanGAS inh 39 and RGS4 block inactive.
C=CCSc1nnc2c(n1)[nH]c1c(C)cccc12 was read as TRPC4 inh inactive, TRPC6 inh inactive, MrgX1 antag inactive, TRPC6 act inactive, HIF activator 2.3, RGS4 pot inactive, Platelet DG rel -3, MrgX1 allo act inactive, MrgX1 agonist inactive, SKKanGAS inh 4 and RGS4 block inactive.
Screening CSCCC(NC(=O)COc1ccccc1)C(=O)N1CCN(c2ccccc2Cl)CC1 (centres undefined) returned TRPC4 inh inactive, TRPC6 inh inactive, MrgX1 antag inactive, TRPC6 act inactive, HIF activator -0.2, RGS4 pot inactive, Platelet DG rel 7, MrgX1 allo act inactive, MrgX1 agonist inactive, SKKanGAS inh 0 and RGS4 block inactive.
Cc1cc(C)nc(-n2nc(C)cc2NC(=O)COC(=O)CCC(=O)c2cccs2)n1 was read as TRPC4 inh inactive, TRPC6 inh inactive, MrgX1 antag inactive, TRPC6 act inactive, HIF activator 0.1, RGS4 pot inactive, Platelet DG rel 3, MrgX1 allo act inactive, MrgX1 agonist inactive, SKKanGAS inh 0 and RGS4 block inactive.
For Cc1ccc(NC(=O)CN2CCc3cc4c(cc3C2C)OCCCO4)cc1C (centres undefined) the results were TRPC4 inh inactive, TRPC6 inh inactive, MrgX1 antag inactive, TRPC6 act inactive, HIF activator -0.2, RGS4 pot inactive, Platelet DG rel 2, MrgX1 allo act inactive, MrgX1 agonist inactive, SKKanGAS inh -12 and RGS4 block inactive.
For CCCN(CC(=O)c1cc(C)n(C)c1C)S(=O)(=O)c1cccc(C(F)(F)F)c1 the results were TRPC4 inh inactive, TRPC6 inh inactive, MrgX1 antag inactive, TRPC6 act inactive, HIF activator -0.8, RGS4 pot inactive, Platelet DG rel -7, MrgX1 allo act inactive, MrgX1 agonist inactive, SKKanGAS inh -3 and RGS4 block inactive.
For C/[N+]([O-])=C\CC(=O)c1ccc(-c2ccccc2)cc1 the results were TRPC4 inh inactive, TRPC6 inh inactive, MrgX1 antag inactive, TRPC6 act inactive, HIF activator 0.2, RGS4 pot inactive, Platelet DG rel 3, MrgX1 allo act inactive, MrgX1 agonist inactive, SKKanGAS inh 4 and RGS4 block inactive.
Screening O=C(/C=C/c1ccccc1)Oc1cccc(C(=S)N2CCOCC2)c1 returned TRPC4 inh inactive, TRPC6 inh inactive, MrgX1 antag inactive, TRPC6 act inactive, HIF activator -0.1, RGS4 pot inactive, Platelet DG rel 14, MrgX1 allo act inactive, MrgX1 agonist inactive, SKKanGAS inh -5 and RGS4 block inactive.
Screening CCOc1cccc(-c2cc(C(=O)NN)[nH]n2)c1 returned TRPC4 inh inactive, TRPC6 inh inactive, MrgX1 antag inactive, TRPC6 act inactive, HIF activator 2.1, RGS4 pot inactive, Platelet DG rel 1, MrgX1 allo act inactive, MrgX1 agonist inactive, SKKanGAS inh 9 and RGS4 block inactive.
`C=CCc1ccc(OCCCOc2ccc(C)c(C)c2)c(OC)c1` gave TRPC4 inh inactive, TRPC6 inh inactive, MrgX1 antag inactive, TRPC6 act inactive, HIF activator -0.1, RGS4 pot inactive, Platelet DG rel -1, MrgX1 allo act inactive, MrgX1 agonist inactive, SKKanGAS inh 26 and RGS4 block inactive.
Screening O=C1NCCN(Cc2ccoc2)C1CC(=O)N(CCO)Cc1ccccc1 (centres undefined) returned TRPC4 inh inactive, TRPC6 inh inactive, MrgX1 antag inactive, TRPC6 act inactive, HIF activator 0.8, RGS4 pot inactive, Platelet DG rel -7, MrgX1 allo act inactive, MrgX1 agonist inactive, SKKanGAS inh -2 and RGS4 block inactive.
